PL synth Enamine: animal cell phospholipid biosynthesis inhibition, Enamine screen. ZR-82 CHO cells, pyrene fatty acid UV survival, CellTiter Blue; peroxisome-deficient CHO-K1 mutant line; plus DGAT-1, DGAT-2 and ACAT inhibitors. calls only at 10 µM. hit rate 0.4% among 20,000. AID 1347385;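 active = cell survival signal 2 SD away from solvent-only control wells, confirmed on one or two retests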;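 note: 3 h compound exposure then viability read about one day after UV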
Calls only; i = inactive. These rows are one share of the data (hit frequency here may not be typical).

Compound	PL synth Enamine
c1csc(-c2csc3nc(CN4CCOCC4)nc(Sc4nnc(C5CC5)o4)c23)c1	i
Fc1ccccc1-c1nnc(SCc2cccc3ccccc23)n1C1CC1	i
CCCS(=O)(=O)N1N=C(c2ccc(NS(=O)(=O)CC)cc2)CC1c1ccc(C)cc1 (stereo not given)	i
NC(=O)C1CCCCN1C(=O)c1ccc(Br)s1 (stereo not given)	i
C/C(=N\NC(=O)c1cc(C)oc1C)c1ccc(Br)s1	i
NC(=O)c1sc2nc3c(c(-c4cccs4)c2c1N)CCCCC3	i
Cc1nc2ccccn2c1P(c1ccccc1)c1ccccc1	i
Oc1[nH]c2ccc(Br)cc2c1N=Nc1ccccn1	i
CC(=O)c1c(C)[nH]c(C(=O)COC(=O)CSCc2c(C)noc2C)c1C	i
C/C(=N\OCC(=O)Nc1nccs1)c1cccs1	i
O=[N+]([O-])c1cccnc1Oc1ccc2c(c1)OCO2	i
CCOC(=O)c1c(NC(=O)C2CC2C)sc(C)c1C (stereo not given)	i
CC1=CC(=NSc2ccc(Cl)cc2)C=C(C)C1=O	i
Nc1ncnc(N/N=C/c2cc(Br)cc(Br)c2O)c1[N+](=O)[O-]	i
S=C(NC1CC1)N(Cc1ccco1)Cc1cccs1	i
C/C(=N\NC(=O)C1CC1)c1ccc(Cl)s1	i
Cc1nc(=S)[nH]c(C)c1CCC(=O)NC1CCCCCC1	i
c1ccc(CN2CCN(c3nc(-c4cccnc4)nc4ccccc34)CC2)cc1	i
c1csc(-c2cc(CSc3nnnn3C3CCCC3)no2)c1	i
O=C(O)CC1S/C(=N\N=C\c2ccc(Br)o2)NC1=O (stereo not given)	i
OC1Oc2ccccc2OC1O (stereo not given)	i
CN(C)S(=O)(=O)c1ccc2nnn(OCc3nnc(-c4ccccc4)o3)c2c1	i
CS(=O)(=O)c1ccc(NS(=O)(=O)c2ccc(Cl)c(O)c2)cc1	i
CN(NC(=S)Nc1ccc(Cl)cc1Cl)C(=S)Nc1ccc(Cl)cc1Cl	i
Cc1cc(=O)oc2cc(OC(C)C)c(Cl)cc12	i

4 entries drawn at random from the list so far:
Compound	PL synth Enamine
OC1Oc2ccccc2OC1O (stereo not given)	i
Oc1[nH]c2ccc(Br)cc2c1N=Nc1ccccn1	i
CCCS(=O)(=O)N1N=C(c2ccc(NS(=O)(=O)CC)cc2)CC1c1ccc(C)cc1 (stereo not given)	i
CC1=CC(=NSc2ccc(Cl)cc2)C=C(C)C1=O	i

Four entries out of the list, arranged by number of heavy atoms, largest number first.
Compound	PL synth Enamine
CCCS(=O)(=O)N1N=C(c2ccc(NS(=O)(=O)CC)cc2)CC1c1ccc(C)cc1 (stereo not given)	i
CC(=O)c1c(C)[nH]c(C(=O)COC(=O)CSCc2c(C)noc2C)c1C	i
Nc1ncnc(N/N=C/c2cc(Br)cc(Br)c2O)c1[N+](=O)[O-]	i
O=C(O)CC1S/C(=N\N=C\c2ccc(Br)o2)NC1=O (stereo not given)	i

Other compounds follow:
Compound	PL synth Enamine
COc1ccc(C2=CC(c3ccc(Cl)cc3)n3ncnc3N2)cc1 (stereo not given)	i
CC(C)CSc1nnc(Nc2ccc(C(C)C)cc2)s1	i
c1ccc(-c2nnc(Cn3c4ccccc4c4nc5ccccc5nc43)o2)cc1	i
NC1=NC(c2ccccc2I)n2c(nc3ccccc32)N1 (stereo not given)	i
Cc1n[nH]c(=S)n1C1CC1	i
Cc1csc(-c2nonc2N)n1	i
FC(F)Oc1ccc(NC(=S)NC2CCCC2)cc1	i
O=[N+]([O-])c1ccc(N/N=C/c2cc(Br)ccc2OC(F)F)c([N+](=O)[O-])c1	i
O=C(CC1Sc2ccccc2NC1=O)OCc1cc(=O)n2cc(Br)ccc2n1 (stereo not given)	i
CN1CCN(S(=O)(=O)c2ccc(N3CCN(S(=O)(=O)c4cccs4)CC3)nc2)CC1	i
COc1ccc(/C=C2\CCCc3c2nc2ncnn2c3-c2ccc(OC)cc2)cc1	i
O=C1CSC(=S)N1c1ccc2c(c1)OCCO2	i
COc1ccc(S(=O)(=O)NC2CCCCCC2)cc1OC	i
O=S(=O)(c1ccc(NN=C2CCCCCCC2)nc1)N1CCCCC1	i
Cc1cc(C(=O)OCc2nnc(-c3ccco3)o2)c(C)n1C1CC1	i
O=C1/C(=C/c2ccco2)SC(=S)N1/N=C/c1ccco1	i
O=C(O)c1ccc(Cl)c(S(=O)O)c1	i
Cn1cnn(CN2CCc3ccccc3C2)c1=S	i
CCCC[P+](c1ccccc1)(c1ccccc1)c1ccccn1	i
CCOC(=O)c1[nH]c(C)c(C(C)=O)c1C	i
O=C(CSc1nnnn1C1CCCC1)NCC1(N2CCOCC2)CCCCC1	i
C/C(=N\OCC(=O)O)c1ccc(Br)s1	i
c1ccc(SCCNCc2ccccn2)cc1	i
Cc1cc(C)nc(N/N=C/c2ccc3ncccc3c2)n1	i
Cc1ccc(-c2nnc(-n3nnc4cc(C)c(C)cc43)c3ccccc23)cc1	i

Entries shown so far that contain an aryl methoxy group:
Compound	PL synth Enamine
COc1ccc(C2=CC(c3ccc(Cl)cc3)n3ncnc3N2)cc1 (stereo not given)	i
COc1ccc(/C=C2\CCCc3c2nc2ncnn2c3-c2ccc(OC)cc2)cc1	i
COc1ccc(S(=O)(=O)NC2CCCCCC2)cc1OC	i

Next entries
Compound	PL synth Enamine
COP(=Nc1ccccc1[N+](=O)[O-])(c1ccc(C)o1)C(C)(C)C (stereo not given)	i
O=C(c1ccco1)N1CCN(C(=S)NC2CC3CCC2C3)CC1 (stereo not given)	i
COc1ccc(OCCN2c3cccc4cccc(c34)S2(=O)=O)cc1	i
Oc1c(Br)cc(/C=N/N2CCOCC2)cc1Br	i
CCC(=O)C1=C(N2CCCC2)CC(C)(C)CC1=O	i
O=S(=O)(c1ccc(N2CCN(S(=O)(=O)c3ccc4c(c3)OCCO4)CC2)nc1)N1CCCC1	i
CC(c1ccccc1)n1c(NS(=O)(=O)c2ccccc2)c(S(=O)(=O)c2ccccc2)c2nc3ccccc3nc21 (stereo not given)	i
O=[N+]([O-])c1ccc(/C=N/Nc2nncc3ccccc23)o1	i
CC(C)(C)SCC(=O)Nc1nn2cnnc2s1	i
COc1cccc2c1oc(=O)c1c(=O)nc3n(c12)CCS3	i
Clc1ccc(-c2cc(-c3ccccc3Cl)c3cc(Cl)ccc3n2)cc1	i
O=C(OCC(=O)c1cccs1)c1ccc(Br)o1	i
CN1/C(=C\C(=S)N=P(N2CCOCC2)(N2CCOCC2)C(C)(C)C)C(C)(C)c2ccccc21	i
S=C(N=C1CCN(c2ccccc2)N1)Nc1ccc(Oc2ccccc2)cc1	i
Clc1cc(CSc2nnnn2C2CC2)cc2c1OCCO2	i
O=c1cc(CSc2ncnc3sc4c(c23)CCC4)nc2ccc(Br)cn12	i
FC(F)(F)c1cc(-c2ccc(Cl)cc2)n(-c2n[nH]c(=S)n2/N=C/c2ccc(Br)cc2)n1	i
CC1N(C)c2cc3c(cc2C1(C)C)P(=Nc1ccc([N+](=O)[O-])cc1Br)(N1CCOCC1)OC(c1ccco1)=N3 (stereo not given)	i
Nc1cc(S(=O)(=O)C(F)(F)F)ccc1Cl	i
Brc1c(-c2ccc3c(c2)OCO3)nc2ccccc2c1-c1ccccc1	i
O=c1[nH]nc(Sc2ncnc3sc4c(c23)CCCCC4)n1CC1CCCO1 (stereo not given)	i
O=C(C[n+]1cc(-c2ccc(Br)cc2)n2c1CCC2)c1ccccc1	i
COc1ccccc1N=C(N)N=C(N)N	i
O=[N+]([O-])c1ccccc1/C=C/C1Nc2ccccc2-c2nc3ccccc3n21 (stereo not given)	i
CN1/C(=C2\C=NN(c3ccccc3)P2(=Nc2ccccc2[N+](=O)[O-])N2CCOCC2)C(C)(C)c2ccccc21 (stereo not given)	i
CCCC/C(C)=N/NC(=O)c1cc(C)oc1C	i
O=C(O)CCn1cnc2sc3c(c2c1=O)CCCC3	i
Cc1cc(O)cc(=O)n1CCCC(=O)O	i
Cc1cc(C)n2c(SCCOc3cc(Cl)ccc3Cl)nnc2n1	i
Cn1c(C2=C(O)CN(NC(=O)c3ccccc3)C2=N)[n+](C)c2ccccc21	i
FC(F)Oc1ccc(C2=Nn3c(COc4ccc(Cl)cc4)nnc3SC2)c(OC(F)F)c1	i
c1csc(-c2nnc(Oc3ccc4ccccc4c3)c3ccccc23)c1	i
Cc1nn(Cc2nc(-c3cccs3)no2)c(C)c1[N+](=O)[O-]	i
CCOC(=O)c1c(C)c[nH]c1C	i
Cc1nn(-c2ccccc2)c(C)c1[P+](N)(N1CCOCC1)N1CCOCC1	i
CN(C)c1ccc(N=C/C=C2/N(C)c3ccccc3C2(C)C)cc1	i
C=CCNC(=S)NNC(=O)CCc1ccc(C)o1	i
CCn1c(O)c(C=NC2CCCCCC2)c(=O)n(CC)c1=S	i
Cn1c(N)c(C(=O)CSc2nnc(Cc3cccs3)n2C2CC2)c(=O)n(C)c1=O	i
OC(CNCCCN1CCOCC1)Cn1c2ccc(Br)cc2c2cc(Br)ccc21 (stereo not given)	i
Clc1ccc(CCCc2nc3ccc(Cl)cc3[nH]2)c(Cl)c1	i
COc1ccc(S(=O)(=O)Nc2ccc3c(c2)OCO3)cc1OC	i
Fc1ccc(N=Cc2ccc3ncccc3c2)cc1F	i
COc1cc(C2=N/C(=C\c3ccc(F)cc3)C(=O)O2)cc(OC)c1OC	i
Cc1ccc2nc(Cn3nc(C)c([N+](=O)[O-])c3C)cn2c1	i
CCCn1c(SCC(=O)c2c(N)n(C)c(=O)n(C)c2=O)nc2sc3c(c2c1=O)CCC(C(C)(C)CC)C3 (stereo not given)	i
Cc1csc(Sc2ccc(S(=O)(=O)C(F)(F)F)cc2[N+](=O)[O-])n1	i
O=C(C1CC1)N1N=C2/C(=C/c3ccc4c(c3)OCO4)CCCC2C1c1ccc2c(c1)OCO2 (stereo not given)	i
Cc1ccnc(SCC(=O)C(C)(C)C)n1	i
O=S(=O)(NCCN1CCN(S(=O)(=O)c2ccc(Cl)cc2)CC1)c1ccc(Cl)cc1	i

(more compounds)
Compound	PL synth Enamine
Cc1cc(CNC(C)c2ccco2)c(C)n1-c1ccnn1C(C)C (stereo not given)	i
O=C(CN1C(=O)S/C(=C\c2cccs2)C1=O)NC1CCCCCC1	i
C/C(=N\Nc1nc2ccccc2[nH]1)c1ccc(C)o1	i
O=S(=O)(c1ccc(SCCOc2ccc(Br)cc2)nc1)N1CCCC1	i
O=C(CSc1nccc(=O)[nH]1)Nc1c(F)c(F)c(F)c(F)c1F	i
C(=C\c1nc2cc(-c3ccccc3)ccc2o1)/c1ccccn1	i
CCOC(=O)Cc1csc2nc(=O)c3c(C)c(C)sc3n12	i
Fc1ccc2c(c1)C1(CCS2)NCC(c2ccccc2Cl)c2c1[nH]c1ccccc21 (stereo not given)	i
C=CCN=c1scc(-c2ccco2)n1/N=C/c1ccc(O)c(O)c1O	i
CCCc1cnc2[n+](c1)C(O)(c1cc(OC)ccc1OC)CS2 (stereo not given)	i
CC(C)NC(=S)N/N=C1\CC2CC=CC12 (stereo not given)	i
CCOC(=O)C1=C(CSc2nc3sc4c(c3c(=O)n2C)CCC4)NC(=O)NC1C (stereo not given)	i
O=S(=O)(/C=C/c1ccccc1)NC12CC3CC(CC(C3)C1)C2	i
CCCCN(C(=O)C(CC)CC)c1c(N)n(CCC)c(=O)[nH]c1=O	i
CCOC(=O)c1c(C)[nH]c(C)c1C1=NNC(=NCC2CCCO2)SC1 (stereo not given)	i
CC1CCc2c(sc(N)c2C(=O)NC2CCS(=O)(=O)C2)C1 (stereo not given)	i
Cc1ncsc1CCOC(=O)C12CC3CC(CC(C3)C1)C2	i
COCC(C)NC(N)=O (stereo not given)	i
O=c1c2ccccc2c(C=Nc2nncs2)c(O)n1-c1ccccn1	i
Cc1cc2c(cc1C)CSC(c1ccccc1)SC2	i
O=C(Nc1nnc(C2CC2)s1)C12CC3CC(CC(Cl)(C3)C1)C2	i
Nc1nc(SCC(=O)C23CC4CC(CC(C4)C2)C3)n[nH]1	i
CCn1c(O)c(C=NCCCC(=O)OC)c(=O)n(CC)c1=S	i
Oc1ccc(/C=N/NC(=S)NCC2CCCO2)c(O)c1 (stereo not given)	i
O=C(Nc1nc2ccc3ccccc3c2s1)c1ccc(Br)s1	i
Cc1ccc2nc(COC(=O)c3cc(C)oc3C)cc(=O)n2c1	i
COc1ccc(-c2n[nH]c(=S)n2/N=C/c2cc(OC)c(OC)cc2OC)cc1	i
CN(C)C1(CNc2nc(CN3CCOCC3)nc3sc4c(c23)CCC4)CCCCC1	i
C=CCOC(=O)Cn1cnc2c1c(=O)n(C)c(=O)n2C	i
Cc1sc2nc(C(C)OC(=O)C3CC4CCCC(C3)C4=O)[nH]c(=O)c2c1C (stereo not given)	i
COCCn1c(C)cc(/C=N/Nc2ncnc3sc(C)c(C)c23)c1C	i
O=C(c1cc(-c2csc(NC3CCCC3)n2)c[nH]1)N1CCCC1	i
CC(C)(C)NCC(O)COCCC12CC3CC(CC(C3)C1)C2 (stereo not given)	i
S=c1oc(-c2ccc3c(c2)OCO3)nn1CN1CCN(C(c2ccccc2)c2ccccc2)CC1	i
Cc1cc(C(=O)CSc2nnc(N)s2)c(C)n1C1CC1	i
Cc1ccc2c(c1)nc(C)n2-c1cc(C(C)(C)C)c(O)c(C(C)(C)C)c1	i
Clc1ccc(C2=CC(c3cccc4ccccc34)n3nnnc3N2)cc1 (stereo not given)	i
CN1c2ccccc2C(C)(C)C12CC(c1cccc(Br)c1)=NO2 (stereo not given)	i
CC1(C)CC(=O)c2sc(N)nc2C1	i

Compound activity: PubChem BioAssay, School of Medicine, Boston University
